tim10-1 inh: tim10-1 yeast growth inhibition; inhibition, % at 20 µM; actives 2.2% (n = 330,000); S. cerevisiae tim10-1 ts strain growth, BacTiter-Glo, 24 h;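 active = inhibition of at least 40%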;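 also: mutant grown at 25 °C; 0% = DMSO wells with yeast and 100% = wells holding no yeast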
APJ antagonist: blocks the human apelin receptor APJ. CHO-K1 APJ beta-arrestin complementation, luminescence. actives 0.32% (n = 330,000). inhibition, % at 20 µM. AID 2521;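 active = inhibition above about 40% at 20 µM, limit read from the data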;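 also: cells challenged with 10 nM apelin-13 agonist together with compound; plate controls were apelin-13 plus DMSO wells for no effect and DMSO wells lacking apelin-13 for full effect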
Target sequence (P35414 whole entry, looked up): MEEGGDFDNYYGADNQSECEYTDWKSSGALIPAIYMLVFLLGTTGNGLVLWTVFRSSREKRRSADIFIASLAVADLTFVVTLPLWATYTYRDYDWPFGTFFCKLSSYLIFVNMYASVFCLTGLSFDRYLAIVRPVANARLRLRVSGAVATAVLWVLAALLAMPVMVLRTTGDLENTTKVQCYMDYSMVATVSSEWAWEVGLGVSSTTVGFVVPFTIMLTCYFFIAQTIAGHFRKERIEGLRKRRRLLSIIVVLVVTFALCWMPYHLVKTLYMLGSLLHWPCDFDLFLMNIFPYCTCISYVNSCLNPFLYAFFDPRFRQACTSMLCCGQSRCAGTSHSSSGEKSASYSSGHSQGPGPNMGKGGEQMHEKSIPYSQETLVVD
UPR XBP1 act: adaptive UPR (XBP1) activation. AID 463104. CHO-XBP1 luciferase reporter, IRE1-XBP1 UPR activation, luminescence; percent of tunicamycin response, DMSO as zero. activation, % at 20 µM. actives 0.33% (n = 330,000);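 active = versus positive control, 20 µM dose yields 30% or more activation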;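 also: 100% = tunicamycin at 10 µg/mL and 0% = DMSO only wells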
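assay system = CHO-XBP1 luciferase reporter cells | amount = 1000 cells/well | buffer or medium = F12 plus 10% FBS | compound dosing = single point, 20 µM final compound, 1% DMSO | incubation = 16-18 h cell attachment at 37 °C, then 6 h compound exposure | detection = Steady-Glo luminescence read | controls = tunicamycin 10 µg/mL and vehicle-only wells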
TIM10 inh: growth inhibitors of TIM10 yeast strain | actives 1.4% (n = 330,000) | AID 463195 | inhibition, % at 10 µM | S. cerevisiae TIM10 strain growth, BacTiter-Glo luminescence, 24 h;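 active = inhibition of 40% or more at the single tested concentration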;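 also: wild-type TIM10 isogenic control strain grown at permissive 25 °C; 0% = DMSO yeast wells and 100% = minimal medium wells without yeast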
UPR CHOP act: activators of apoptotic arm of unfolded protein response (CHOP) | CHO-CHOP luciferase reporter, UPR activation, luminescence; percent of tunicamycin response over DMSO baseline | activation, % at 10 µM | actives 0.34% (n = 330,000) | AID 449763;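 active = at 10 µM dose, activation of 40% or more, normalized to positive control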;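 also: 100% = tunicamycin at 10 µg/mL and 0% = DMSO alone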
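System: CHO-CHOP luciferase reporter cell line | Buffer or medium: F12 medium containing 10% fetal bovine serum | Doses: One dose, 10 µM in 0.5% DMSO | Times: 6 h compound exposure at 37 °C after overnight seeding | Signal: Luciferase luminescence | Read-out: % activation vs tunicamycin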
APJ agonist: activates the human apelin receptor APJ | CHO-K1 APJ PathHunter beta-arrestin, luminescence; 0% DMSO wells, 100% apelin | activation, % at 20 µM | actives 0.11% (n = 330,000) | AID 2520;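 active = activation more than six SD over the plate average, tested at 20 µM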;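 also: 0% = DMSO alone and 100% = apelin-13 at 10 nM; some results filed as inactive read as strong as hits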
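system = engineered CHO-K1 APJ arrestin reporter cells | input = 1000 cells per well | timing = overnight seeding, 90 min compound at 25 °C, 1 h detection | measured by = enzyme-fragment complementation luminescence | read-out = beta-arrestin recruitment to APJ as agonist activity, luminescent signal | control set = negative DMSO alone, positive Apelin-13 at 10 nM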
Mdm2-MdmX inh: human Mdm2/MdmX binding inhibition; actives 3% (n = 330,000); inhibition, % at 8 µM; SaOS-2 split-luciferase Mdm2/MdmX complementation, luminescence;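 active = inhibition of at least 50% at 8 µM in the primary screen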
tim23-1 inh: inhibits growth of tim23-1 mutant yeast. S. cerevisiae tim23-1 growth, BacTiter-Glo luminescence, 24 h. inhibition, % at 20 µM. actives 1.3% (n = 330,000). AID 463212;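 active = growth inhibition of the mutant yeast at or above 50%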;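 also: temperature-sensitive mutant grown at 25 °C; plate controls were DMSO-treated mutant yeast for no effect and medium wells lacking yeast for full effect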
CXCR6 block: inhibitors of human CXCR6 receptor. O00574. CHO-K1 PathHunter CXCR6 beta-arrestin, luminescence. inhibition, % at 20 µM. actives 0.36% (n = 360,000); in the data active = inhibition above about 34%, passing the limit was not always enough;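 also: antagonist mode with CXCL16 agonist at 10 nM final; 0% = 10 nM CXCL16 with DMSO and 100% = unstimulated wells without agonist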
Target sequence (O00574 whole entry, looked up): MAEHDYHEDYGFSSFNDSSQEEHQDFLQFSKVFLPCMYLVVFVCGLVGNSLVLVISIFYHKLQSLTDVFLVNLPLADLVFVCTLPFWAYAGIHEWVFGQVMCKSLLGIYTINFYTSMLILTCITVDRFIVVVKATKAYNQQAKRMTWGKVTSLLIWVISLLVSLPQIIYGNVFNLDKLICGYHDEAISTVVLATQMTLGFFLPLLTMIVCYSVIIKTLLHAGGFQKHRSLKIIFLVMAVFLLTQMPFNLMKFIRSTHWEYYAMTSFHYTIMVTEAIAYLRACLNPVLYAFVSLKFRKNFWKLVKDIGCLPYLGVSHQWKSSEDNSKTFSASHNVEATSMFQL
Starred values were filed as active, the others as inactive; . = not tested or not shown. These rows are one share of the data. The share of hits here may be higher or lower than overall.

Every second line gives: CXCR6 block	APJ agonist	tim23-1 inh	tim10-1 inh	TIM10 inh	Mdm2-MdmX inh	UPR CHOP act	UPR XBP1 act	APJ antagonist
COc1cc(S(=O)(=O)N2CCC(c3nc4ccccc4s3)CC2)ccc1S(=O)(=O)N1CC(C)CC(C)C1 (stereo unspecified)
 : 8	-1	-4	1	-5	-1	209*	7	-23
O=C(COc1cccc(Br)c1)N/N=C/C(=O)c1ccccc1
 : 10	-3	27	5	22	2	-0.4	-1	6
Cc1ccc(C)c(CNS(=O)(=O)c2c(C)[nH]c(C)c2C(=O)N2CCCC2)c1
 : 4	-1	2	5	-1	7	0.6	-5	-10
O=c1oc2cc(OCc3nn[nH]n3)ccc2c2c1CCCC2
 : -3	-3	-1	12	-10	10	-0.3	-2	9
COC(CNc1ncnc2sc(-c3ccccc3)cc12)OC
 : -13	1	27	22	15	15	3.6	-5	6
Cc1cc(NC(=O)CC(C)(C)C)nc2c1c(=O)oc1ccccc12
 : 4	-1	-7	-1	2	19	3.0	4	2
CN(C)C(=O)CSc1nc(-c2cccs2)c(-c2cccs2)[nH]1
 : -2	-1	7	-2	9	26	0.0	-2	5
NS(=O)(=O)c1ccc(CCNC(=O)C(=O)NCC2OCCN2S(=O)(=O)c2ccc(F)cc2)cc1 (stereo unspecified)
 : 1	0	-6	-11	0	11	-0.8	-4	13
Cc1ccc(-n2cc(CNCCc3ncc(C)[nH]3)c(-c3ccc(F)cc3)n2)cc1
 : 9	-4	-18	3	6	35	-0.3	-1	-2
Cc1ccc(S(=O)(=O)N2CCN(C(=O)COC(=O)C3CCC3)CC2)c(C)c1
 : 5	-3	11	-3	0	17	-1.9	-2	9
Cc1ccc(-n2nnnc2SCC(=O)NNC(=O)c2ccco2)cc1C
 : -8	-6	21	9	15	-16	-0.3	-2	6
O=C(O)c1ccccc1S(=O)(=O)NCC(O)COc1ccc(Br)cc1 (stereo unspecified)
 : -3	-5	13	5	-8	-13	0.0	1	-6
Cc1cccc(N2C(=O)CC(N(C(=O)c3ccco3)c3cccc(C)c3)C2=O)c1 (stereo unspecified)
 : -4	-4	19	19	24	-11	4.4	-1	5
CCCCC1(C)Cc2ccccc2C(=S)N1 (stereo unspecified)
 : 17	-2	11	32	12	-8	-1.6	0	2
COc1ccc(NC(=O)CN(C)C(=O)c2cc(S(=O)(=O)N(C)C)ccc2N2CCCC2)cc1
 : -2	-2	6	0	-1	-19	-1.5	-3	-2

Fetched by compound from above:
Every second line gives: CXCR6 block	APJ agonist	tim23-1 inh	tim10-1 inh	TIM10 inh	Mdm2-MdmX inh	UPR CHOP act	UPR XBP1 act	APJ antagonist
O=C(COc1cccc(Br)c1)N/N=C/C(=O)c1ccccc1
 : 10	-3	27	5	22	2	-0.4	-1	6
CN(C)C(=O)CSc1nc(-c2cccs2)c(-c2cccs2)[nH]1
 : -2	-1	7	-2	9	26	0.0	-2	5

The listing continues:
Every second line gives: CXCR6 block	APJ agonist	tim23-1 inh	tim10-1 inh	TIM10 inh	Mdm2-MdmX inh	UPR CHOP act	UPR XBP1 act	APJ antagonist
COc1ccc(N(Cc2ccc(N(C)C)cc2)C(=O)c2ccc(S(C)(=O)=O)cc2)cc1
 : -4	-1	15	-8	21	-22	0.2	0	16
Cn1c(=O)c2c(ncn2CC(=O)OCC(=O)NCCc2ccccc2)n(C)c1=O
 : 4	8	-1	7	11	5	-0.3	0	14
Cc1ccc(OCc2n[nH]c(=S)n2Cc2ccccc2)cc1
 : 15	-2	9	36	26	0	-0.1	1	15
CCOC(=O)c1ccccc1NC(=O)CSc1nc(N)cc(=O)[nH]1
 : 1	-6	-1	11	10	19	1.6	0	5
O=C(CSc1nc(NS(=O)(=O)c2ccccc2)cc(=O)[nH]1)Nc1ccc(F)cc1
 : -4	3	-11	11	0	-3	0.0	4	-6
CCn1cc(CN2CCCC(C(=O)Nc3ccc(-c4nc5ccccc5[nH]4)cc3)C2)c(C)n1 (stereo unspecified)
 : -6	7	-11	-15	-9	13	2.2	2	-20
Cc1ccc2c(c1)C1CN(C)CCC1N2C(=S)Nc1ccc(OC(F)F)cc1 (stereo unspecified)
 : 2	-1	24	3	12	3	0.4	-2	12
Cc1cccc(NC(=O)Cc2ccc(Br)cc2)n1
 : 4	-3	32	12	4	21	10	0	-5
Cc1ccc(S(=O)(=O)N2CCOCC2)cc1NC(=O)CNC(C)c1ccccc1 (stereo unspecified)
 : -4	1	-1	-4	3	11	-0.2	-3	-5
COC(=O)[C@H](CC(C)C)NC(=O)NCc1ccc(Cl)cc1
 : -9	-2	8	-1	7	-20	0.9	0	-8
C/C(CC(=O)N(C(C)C)C(C)C)=N\NC(=O)COc1ccc(Br)cc1Br
 : -5	-1	16	5	22	14	2.1	-2	8
Cc1ccc(NC(=O)CNc2ccc(OC(C)C)cc2)cc1
 : 3	1	16	17	0	14	2.5	-1	0
O=C(Nc1ccccc1NC(=O)NC1CCCCC1)NC1CCCCC1
 : 1	-4	6	0	2	-28	3.4	2	5
Cc1cc(C)c(OC2(c3ccccc3)OC(=O)c3ccccc32)c(C)c1 (stereo unspecified)
 : 19	1	34	19	22	-3	-3.0	-6	0
COc1ccc(C(CNC(=O)CCOc2ccccc2)N(C)C)cc1 (stereo unspecified)
 : -9	-1	2	4	-6	26	-1.3	4	5
O=C(c1ccco1)n1nc(NCc2ccccc2)nc1NCc1ccccc1
 : 33	-1	-31	-26	-27	17	2.9	-2	0
CC1CN(Cc2nc3c(c(=O)[nH]c(=O)n3C)n2CCCc2ccccc2)CC(C)O1 (stereo unspecified)
 : -2	-4	1	-14	-5	4	-1.5	0	7
CC(C)(C)c1ccc(C(=O)CC(=O)c2cc(Cl)ccc2O)cc1
 : 23	-4	21	36	20	37	15	11	11
CCOC(=O)c1c(C)[nH]c(C(=O)OCC(=O)N(C)c2c(N)n(Cc3ccccc3)c(=O)[nH]c2=O)c1C
 : 4	2	13	8	12	-5	-0.7	-1	-7
CC(C)N=c1cc2n(-c3ccc(Cl)cc3)c3ccccc3nc-2cc1Nc1ccc(Cl)cc1
 : 46*	-7	58*	41*	24	97*	33	-8	67*
Cc1ccc(N(C(=O)CCC(=O)Nc2nccs2)C(C(=O)NC(C)(C)C)c2ccc(O)cc2)cc1 (stereo unspecified)
 : 2	-1	-1	-5	1	11	-0.1	-6	13
O=C(Cc1cccc2ccccc12)N/N=C/c1ccc(OC(=O)/C=C/c2ccco2)cc1
 : -1	4	3	13	-2	2	4.5	10	4
Cc1ccc(Cn2ccsc2=NC(=O)COC(=O)C(C)C)cc1
 : -8	-1	16	9	4	1	0.5	-5	10
O=C(O)c1ccccc1C(=O)N1CCN(S(=O)(=O)c2cccc(C(F)(F)F)c2)CC1
 : 10	-5	2	-16	-2	-6	-0.7	-4	5
OC(Cn1ccnc1)c1ccc(Cl)cc1Cl (stereo unspecified)
 : 2	-1	-354	-36	-16	-4	-0.3	-2	9
Cc1ccc2oc(C(=O)Nc3nnc(C)s3)c(C)c2c1
 : -3	-1	7	18	14	-155	3.3	-3	-4
O=C(O)C1CCCCC1C(=O)Nc1cc(C(F)(F)F)ccc1Cl (stereo unspecified)
 : -12	-2	2	17	12	20	-0.7	1	-4
N=c1ccn(CC(=O)NC(N)=O)c2ccccc12
 : -6	-6	-6	-5	-1	-9	0.8	0	10
O=C(O)CCCN=CC1=C(O)C(C(=O)c2ccccc2)CCC1=O (stereo unspecified)
 : 1	1	23	-1	-4	-15	-2.1	-4	7
COCCNC(=O)C(c1ccco1)N(C(=O)Cn1nnc2ccccc21)c1cccc(C)c1C (stereo unspecified)
 : 3	0	15	16	1	3	-0.3	0	-10
COc1ccc(NC(=O)c2cc3c([nH]c4ccccc43)c(C)n2)cc1
 : -2	0	-3	8	12	-16	2.6	7	1
COc1ccc(C(=O)c2oc3ccc(Br)cc3c2NC(C)=O)cc1
 : -1	-1	11	6	5	10	1.3	2	21
COc1ccccc1CNc1ncnc2nc[nH]c12
 : 2	-2	-6	-13	3	8	0.5	-1	7
CC(C)=CCC/C(C)=C/CNC(=O)C[C@H]1C[C@H](C(=O)N2CCCCC2)[C@@]2(CCc3ccccc3)c3[nH]c4cc(CCC(=O)N(C)C)ccc4c3CCN2C1=O
 : 34	.	27	11	-9	45	24	23	.
Cc1ccccc1CSCC(=O)NC(=O)NCc1ccco1
 : 7	0	8	18	6	11	-3.1	-1	7
Cc1cccc(C)c1OCCOC(=O)c1n[nH]c2ccccc12
 : 2	-3	46	26	38	1	3.4	3	9
COc1ccc(C2C(C(C)=O)=C(O)C(=O)N2CCCn2ccnc2)cc1OC (stereo unspecified)
 : 4	3	6	-13	-3	-8	0.6	-1	-1
Cn1c(=O)c(=O)n(C)c2cc(S(=O)(=O)N3CCOc4ccccc43)ccc21
 : 3	-3	1	-9	7	-2	1.0	0	20
CCCNc1nc(N2CCCC2)nc(N2CCCC2)n1
 : 5	-1	18	20	14	6	0.4	-4	2
Cc1cc(NC(=O)/C(C#N)=C/c2ccc(-c3cccc(C(F)(F)F)c3)o2)n(-c2ccccc2)n1
 : 14	-5	9	13	4	-4	0.1	-1	29
O=C(NCCNc1ccc([N+](=O)[O-])cc1)c1ccc(Cl)cc1
 : 2	-2	-27	-7	-28	-2	0.8	0	8
Cc1cc(NC(=O)Cn2c(=O)oc3ccc(Cl)cc32)no1
 : 4	-1	13	21	-4	26	2.6	-5	4
COc1ccc(NC(=O)c2ccc(Cl)c(S(=O)(=O)NCC3CCCO3)c2)c(OC)c1 (stereo unspecified)
 : -4	5	11	7	10	20	0.9	-5	6
O=C1C(Cl)=C(NCC2CCCO2)C(=O)N1C1CCCCC1 (stereo unspecified)
 : 5	-8	8	20	15	17	0.7	-1	3
CN(C1=NC(=O)C(CC(=O)O)S1)c1ccc(O)cc1 (stereo unspecified)
 : -1	-1	3	-2	5	14	0.8	-2	-18
O=C(NNc1ccccc1)/C(=C\c1cccnc1)NC(=O)c1ccccc1
 : -2	-1	12	-42	-10	9	2.4	1	-22
CCOc1ccc(C(C)=O)cc1CSc1nc(C)cc(C)n1
 : 6	0	27	27	10	10	-0.1	1	6
O=C(Nc1nccc(-c2cccs2)n1)c1ccccc1Cl
 : 12	-5	4	16	7	-3	2.0	2	31
N#Cc1ccccc1OCC(O)CS(=O)(=O)c1ccccc1 (stereo unspecified)
 : 9	-1	5	-6	-19	16	-0.8	1	10
Cc1nc(NC(=O)c2ccco2)sc1-c1csc(Nc2ccc(Cl)cc2Cl)n1
 : -5	0	15	17	2	30	1.5	10	5
CC(=O)c1ccc(OCCCC(=O)OCC(=O)Nc2c(C)nn(-c3ccccc3)c2C)cc1
 : -3	-3	5	13	9	4	1.6	-1	16
O=C(NCCN1CCC(Cc2ccccc2)CC1)C1CCCN(S(=O)(=O)c2cnc[nH]2)C1 (stereo unspecified)
 : 5	1	-3	-17	11	17	2.7	-1	4
Cn1cc(C(=O)c2ccc(Cl)cc2Cl)cc1C(=O)O
 : -1	1	14	15	-10	-15	-0.1	-4	2
CC1CCN(c2oc(Cc3cccc4ccccc34)nc2C#N)CC1
 : 1	-4	8	30	8	3	0.1	-1	-1
Clc1cc(CSc2ccccc2)nc(-c2ccccc2)n1
 : -8	-4	-5	5	3	-12	3.7	-5	16
